Anesthetic bind – binds horse apoferritin like a general anesthetic | P02791 | apoferritin/1-aminoanthracene competitive binding, fluorescence | Potency, µM (highest dose often 77.5 µM), without a hit: at the top dose activity change, negative = displacement, hits mostly inhibitors | 350,000 compounds, 0.074% hits; further: on the % scale 0 is the no-effect control and ±100 the full control effect; nearly all actives have a fitted effect of over 20% in size
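Read-out: endpoint 1-AMA fluorescence, excitation 380 nm and emission 535 nm, after compounds sit 10 min at room temperature with 10 uM horse-spleen apoferritin in 50% saturated 1-AMA/PBS. Values come from four-parameter Hill fits.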
Pol iota inh – inhibitors of human DNA polymerase iota; Q9UNA4; Pol iota fluorescent replication assay, 10 min; Potency, µM (titrated, usually from 115 µM), inactives show top-dose activity, negative = inhibition, usual class: inhibitors; 390,000 compounds, 1% hits
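Fluorescent replication assay read twice, at 0 min and 10 min after adding 50 nM (final) substrate. Enzyme (10 nM) and compounds were first incubated 15 min at room temperature; enzyme-free buffer wells were negative controls.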
BAZ2B block – BAZ2B (human) inhibition | Q9UIF8 | AlphaScreen BAZ2B-H3K14Ac peptide displacement | Potency, µM (titrated, usually from 114 µM), for the others: at the highest dose activity change, negative = inhibition, most hits filed as inhibitors | 360,000 compounds, 4.4% hits | AID 504333; further: on the % scale 0 is the no-effect control and ±100 the full control effect; nearly all actives have a fitted effect of over 60% in size
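BAZ2B (50 nM) with biotin-H3(5-23)K14Ac peptide (50 nM) in PBS pH 7.4, 0.01% Tween-20, preformed 30 min, then compound 30 min at room temperature; top concentration 110uM. AlphaScreen streptavidin donor/nickel chelate acceptor beads (10 ug/mL final), 20 min dark, signal read.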
Pol kappa inh – blocks human DNA polymerase kappa activity; 400,000 compounds, 0.53% hits; purified Pol kappa, fluorescent DNA synthesis assay, 10 min; Potency, µM (doses to about 107 µM), without a hit: top-dose activity, negative = inhibition, actives largely listed as inhibitors; Q9UBT6; further: on the % scale 0 is the no-effect control and ±100 the full control effect
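First, compounds were pin-transferred onto 10 nM Pol kappa. After 15 min at room temperature, substrate was added to 50 nM final. Fluorescence was then measured kinetically at 0 and 10 min.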
G9a block – inhibitors of human histone lysine methyltransferase G9a; Potency, µM (titrated, usually from 102 µM), for inactives: top-dose activity, negative = inhibition, hits mostly inhibitors; 350,000 compounds, 8.8% hits; G9a H3K9 monomethylation, AlphaScreen, 2 h; further: on the % scale 0 is the no-effect control and ±100 the full control effect; nearly all actives have a fitted effect of over 75% in size
Target sequence (Q96KQ7 913-1193 limits assumed): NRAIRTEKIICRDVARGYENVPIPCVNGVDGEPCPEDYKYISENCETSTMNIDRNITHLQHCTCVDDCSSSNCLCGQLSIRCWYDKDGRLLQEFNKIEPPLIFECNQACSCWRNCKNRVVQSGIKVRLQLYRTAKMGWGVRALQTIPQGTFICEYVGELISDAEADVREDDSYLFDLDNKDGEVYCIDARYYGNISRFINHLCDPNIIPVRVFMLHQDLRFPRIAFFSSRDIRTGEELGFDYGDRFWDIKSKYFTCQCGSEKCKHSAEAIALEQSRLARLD
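Enzyme 20 nM + cpd, 15 min RT; add b-H3K9 pep 500 nM / SAM 20 uM; 2 h RT; anti-H3K9me1 Ab 0.5 ug/mL + SA donor / anti-rabbit acceptor beads 20 ug/mL each, 10 min; AlphaScreen read.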
APEX1 inh – inhibitors of human APE1 endonuclease; 350,000 compounds, 0.35% hits; AID 2517; Potency, µM (highest dose often 65.8 µM), for inactives: top-dose activity change, negative = inhibition, most hits filed as inhibitors; recombinant APE1, TAMRA/BHQ-2 abasic DNA cleavage fluorescence;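 further: plate controls were vehicle for no effect and reference inhibitor for full effect; nearly all actives have a fitted effect of over 55% in size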
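Endonuclease cleavage of a quenched abasic-site DNA duplex (50 nM) by APE1 (0.75 nM) was tracked by TAMRA dequenching. Compounds were preincubated with enzyme 15 min at room temperature; data normalized to buffer-only and DMSO wells plus NSC13755 control.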
POLH inh – inhibitors of human DNA polymerase eta; recombinant Pol eta, fluorescent DNA replication assay; Potency, µM (top dose mostly 114 µM), without a hit: top-dose activity change, negative = inhibition, actives largely listed as inhibitors; 390,000 compounds, 1.2% hits; AID 588591; further: on the % scale 0 is the no-effect control and ±100 the full control effect
Target sequence (Q9Y253 whole entry, looked up): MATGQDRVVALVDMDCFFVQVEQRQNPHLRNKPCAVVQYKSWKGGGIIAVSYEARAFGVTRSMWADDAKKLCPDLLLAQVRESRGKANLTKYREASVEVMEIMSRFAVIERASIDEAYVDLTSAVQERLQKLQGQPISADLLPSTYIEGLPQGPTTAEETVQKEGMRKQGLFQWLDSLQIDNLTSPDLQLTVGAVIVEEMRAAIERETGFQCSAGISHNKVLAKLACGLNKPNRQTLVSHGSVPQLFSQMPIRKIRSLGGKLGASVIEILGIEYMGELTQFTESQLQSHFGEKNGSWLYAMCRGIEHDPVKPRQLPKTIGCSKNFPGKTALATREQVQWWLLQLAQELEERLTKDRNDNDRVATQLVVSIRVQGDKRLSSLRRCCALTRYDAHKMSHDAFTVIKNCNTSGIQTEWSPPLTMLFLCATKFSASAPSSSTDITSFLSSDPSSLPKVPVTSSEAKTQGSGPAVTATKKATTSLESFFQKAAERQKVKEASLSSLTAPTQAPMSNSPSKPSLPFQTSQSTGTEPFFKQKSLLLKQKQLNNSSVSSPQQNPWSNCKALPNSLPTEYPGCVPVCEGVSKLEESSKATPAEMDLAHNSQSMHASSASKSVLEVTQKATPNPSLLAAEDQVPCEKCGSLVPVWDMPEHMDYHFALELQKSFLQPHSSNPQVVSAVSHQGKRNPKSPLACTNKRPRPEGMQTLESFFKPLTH
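Pol eta at 10 nM preincubated with compounds 15 min at room temperature; reaction started with fluorescent substrate (50 nM final) and read kinetically at 0 and 10 min.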
Pol beta inh – DNA polymerase beta (human) inhibition; P06746; Pol beta primer extension/strand displacement, fluorescence kinetic; Potency, µM (top dose mostly 114 µM), for inactives: at the highest dose activity change, negative = inhibition, usual class: inhibitors; 340,000 compounds, 1.3% hits; further: on the % scale 0 is the no-effect control and ±100 the full control effect
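Reaction started by 50 nM substrate onto compound-treated Pol beta (10 nM, 15 min preincubation, room temperature); plates read at 0 min and 10 min. Normalized concentration-effect data fitted by four-parameter Hill equation.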
BLM helicase inh – inhibitors of human Bloom syndrome helicase BLM. P54132. recombinant BLM DNA unwinding, fluorescence dequenching. Potency, µM (series often up to 56.1 µM), for inactives: at the highest dose activity change, negative = inhibition, hits mostly inhibitors. 350,000 compounds, 0.2% hits;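 further: plate controls were vehicle for no effect and no enzyme for full effect; nearly all actives have a fitted effect of over 35% in size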
Active calls of the source: *; u = inconclusive; x = no result given; [ ] = dose if it differs, or a comment. The call rests on the fitted dose curve; in most records, active means well fitted curve in the direction sought with a large enough effect; inconclusive means small, poorly fitted or top-dose-only effect, or another doubt; inactive means no such curve, though single readings can be large; an effect the other way counts as inactive or inconclusive. Potency means the concentration at half of the fitted maximal effect.

structure	Anesthetic bind	Pol iota inh	BAZ2B block	Pol kappa inh	G9a block	APEX1 inh	POLH inh	Pol beta inh	BLM helicase inh
O=c1c2ccccc2nc2n1CCN2Cc1ccc(Cl)cc1	-16%	-2%	3%	-13%	-14%[59 µM]	2%	-4%	-4%	-2%
Cc1cc(NC(=O)CSc2nnc(-c3ccccc3C)n2C)no1	x	33%[activator]	3%	-13%	-9%[2.33 µM]	4%	-21%	x	x
CCc1nn(C(C)C(=O)N2CCN(Cc3ccccc3)CC2)c(=O)c2cc3occc3n12 (configuration not stated)	-12%	4%	-2%	0%	4%[59 µM]	-9%	-9%	31%	0%
Cc1ccc(S(=O)(=O)N2CCN(CCNC(=O)C(=O)Nc3ccc(F)cc3)CC2)cc1	-12%	18%	5%	11%	-3%	0%	-12%	15%	-5%
COc1ccc(S(=O)(=O)NC(C)CCc2ccccc2)cc1 (configuration not stated)	u	0%	5%	2%	51%[activator]	1%	-22%	u	-4%
Cc1ccccc1/C(N)=N/OC(=O)/C=C/c1ccccc1	-7%	109%[activator]	47%[activator]	-14%	4%[12.7 µM]	2%	-9%	0%	-2%
CC(C)Oc1ccc(CNC(=O)C2CCN(Cc3cc4ccccc4n3Cc3ccccc3)CC2)cc1	70%[activator]	11%	-13%	-9%[60.1 µM]	-1%[59 µM]	x	-17%	9%	-6%
O=C(NCc1cccnc1)Nc1cccc(NC(=O)NCc2cccnc2)c1	7%	44%[activator]	-7%	-27%	3%[59 µM]	0%	-11%	24%	-2%
CCN(CC)CCSc1nnc2c3cc(F)ccc3n(Cc3ccccc3)c2n1	-9%	-16%	-17%	-15%	-17%	30%	-11%	0%	-1%
O=C(C1CC1)N1N=C(c2ccncc2)CC1(O)C(F)(F)F (configuration not stated)	-5%	48%[activator]	-6%	-12%	x	3%	-7%	0%	2%
COc1cc([N+](=O)[O-])ccc1NC(=O)Nn1cnnc1	-9%	-11%	0%	-5%	-19%	3%	-1%	-11%	0%
CC(C)C[C@H](NS(=O)(=O)c1ccc(Br)cc1)C(=O)O	-8%	67%[activator]	4%	-17%	-44%	8%	-11%	-7%	-4%
COc1ccc(CCNC(=O)c2cc3c(F)cccc3s2)cc1OC	3%	-14%	-4%	-6%	-12%	22%	-8%	1%	0%
CCN1CCN(Cc2ccc(NC(=O)c3ccc(C)c(NC(=O)c4nccnc4N)c3)cc2C(F)(F)F)CC1	6%	-3%	-17%	14%	16%[12.7 µM]	5%	-6%	-3%	2%
Cc1ccccc1NC(=O)COc1ccc(Br)cc1CNCCCO	-8%	45%[activator]	-27%	13%	-38%	9%	-2%	2%	1%
COc1ccc(CNC(=O)[C@H](C)N2C(=O)N3CCc4c([nH]c5ccccc45)[C@@]3(C)C2=O)cc1OC	25%	59%[activator]	-28%	14%	2%	48%	-15%	1%	-1%
Cc1cc(=S)c2ccccc2[nH]1	-15%	35%[activator]	u	-12%	2µM*	3%	-4%	-22%	-2%
COc1ccc(CCNC(=O)Cn2cnc3c(cnn3C(C)(C)C)c2=O)cc1OC	-5%	-1%	4%	0%	-44%	-6%	-3%	0%	0%
Cc1ccc(-c2nc(S(=O)(=O)c3ccc(C)cc3)c(SCC(=O)NC3CCCCC3)o2)cc1	-6%	14%	1%	-15%	-9%[59 µM]	x	-6%	30%[activator]	-10%
CSc1nnnn1-c1ccc(C(=O)OCC(=O)N2CCOCC2)cc1	-1%	35%[activator]	-9%	-18%	-32%[12.7 µM]	14%	-5%	-16%	-1%
CCN(CC)/C(N)=N/c1nc(C)cc(C)n1	-3%	112%[activator]	-18%	1%	u	-2%	-7%	-17%	4%
COc1cc(NC(=O)c2ccccc2-n2cnnn2)cc(OC)c1	x	4%	-3%	-4%	-8%	11%	0%	x	x
COc1ccc(CNc2ccccc2SC)cc1OC	-23%	u	u	-12%	10µM*	11%	-19%	1%	-1%
CCCOc1ccc(C2c3c(oc4cc(C)c(C)cc4c3=O)C(=O)N2CCCN(C)C)cc1 (configuration not stated)	u	10%	2%	2%	u	-5%	-1%	0%	2%
CC(C)C[C@H](NC(=O)OC(C)(C)C)C(=O)N1CCC(C(=O)N[C@@H](Cc2c[nH]c3ccccc23)C(=O)O)CC1	4%	123%[activator]	7%	4%	5%	18%	-3%	3%	-4%
Cc1c(C)n(Cc2ccc(Cl)cc2)c2ccc(C(=O)NCCN3CCOCC3)cc12	-18%	-5%	45µM*	-18%	u	-7%	-15%	-6%	-6%
Cc1ccc(NC(=O)CSc2ccc3nnc(-c4cccnc4)n3n2)cc1	-5%	-13%	0%	9%	27%	31%	-5%	2%	2%
Cc1ccc(C)c(Cn2c3ccccc3c3cnn(CC(=O)N4CCCCC4)c(=O)c32)c1	-3%	-15%	1%	1%	3%[59 µM]	x	10%	38%	-2%
Cc1cc(C)cc(C(=O)NCCN2CCOCC2)c1	-5%	103%[activator]	2%	-5%	25%	11%	-20%	-2%	-2%
O=C(Nc1nc2ccc(Cl)cc2s1)c1ccco1	-16%	-7%	3%	-22%	-31%[59 µM]	-1%	2%	22%	-5%
CCOc1ccc(C(=O)COC(C)=O)cc1	-15%	3%	0%	-6%	-24%	-2%	-8%	14%	-1%
COc1cccc(CCNC(=O)CCc2nnc(-c3cc(C)oc3C)o2)c1	-11%	-13%	-13%	-10%	x	-7%	2%	u	2%
Fc1ccc2nc(N3CCCC3)sc2c1	-7%	88%[activator]	-2%	-2%	0%	5%	-9%	-17%	0%
O=C(c1ccco1)N1CCN=C1SCc1cccnc1	-12%	-2%	-3%	-5%	-3%	-2%	-8%	7%	-4%
CCC(=O)Nc1cc2c(cc1C(C)=O)OCCO2	0%	5%	-1%	0%	15%[59 µM]	7%	-1%	-18%	1%
CC(=O)C(Cl)C(=O)Nc1ccccc1 (configuration not stated)	3%	u	-3%	-4%	45µM*	1%	-12%	-1%	0%
CCOC(=O)c1c(C)[nH]c(C(=O)COC(=O)CNC(=O)c2ccc(Br)cc2)c1C	-18%	-5%	7%	-8%	9%	-4%	u	10%	0%
CCOc1c(OC)cccc1C(=O)NCC1(c2ccccc2)CCCC1	-7%	-4%	31%	2%	82%[activator]	-20%	-8%	1%	-9%
O=C(NCC1CCCO1)c1ccc(CNS(=O)(=O)c2cccc(Cl)c2)cc1 (configuration not stated)	-2%	-16%	2%	6%	x	1%	-12%	-2%	2%
Cc1oc(-c2cccc(Cl)c2)nc1CSc1nnc(C)n2c1cc1occc12	4%	-6%	-11%	-9%	-4%[59 µM]	x	-10%	51%	-11%
COC(=O)Cc1nnc(NC(=O)C(C)C)s1	-6%	11%	-24%	-8%	-5%[12.7 µM]	-2%	-11%	0%	0%
O=C(CN1CCOCC1)N/N=C/c1cc2ccccc2nc1Cl	-4%	1%	8%	-17%	-27%[59 µM]	u	-8%	0%	-13%
Cc1cccc(N2CCN(C(=O)C3CCCN(S(=O)(=O)c4ccc(Br)s4)C3)CC2)c1C (configuration not stated)	-5%	29%	-18%	0%	u	x	-12%	-28%	-8%
COc1ccc(-c2cn(-c3ccc(C)cc3)c(=O)n2CC(=O)Nc2cccc(F)c2)cc1	-11%	-13%	u	3%	u	0%	-11%	-6%	-6%
Fc1ccccc1CN(CCN1CCOCC1)C(=S)Nc1ccccc1Cl	-4%	42%[activator]	-22%	-14%	-27%	10%	-16%	22%	-8%
COc1cccc(-c2ncc3ccccc3c2COC(=O)c2ccc(Br)cc2)c1	x	7%	-3%	8%	-13%[0.501 µM]	38%	-11%	x	x
Cc1cccc(NC(=S)N/N=C/c2ccc([N+](=O)[O-])s2)c1	u	u	10µM*	2%	u	-1%	16%	0%	-10%
O=C(CCCc1ccccc1)Nc1cccnc1Cl	-8%	42%[activator]	3%	4%	46%	4%	2%	-24%	-2%
COc1ccc(C(=O)Nc2ccc3nc(SCc4ccc(C)cc4)sc3c2)cc1	-9%	18%	-23%	10%	2%[59 µM]	x	-19%	-2%	-1%
COc1cccc(-n2nnnc2SCC(=O)NCCc2ccccc2)c1	-22%	10%	5%	-4%	-33%	0%	-4%	2%	-3%
NC(=O)C(=O)NN=C1C2CC3CC(C2)CC1C3	1%	117%[activator]	-35%	-4%	45µM*	2%	1%	8%	-1%
COc1ccccc1CN1CC(C(=O)N(CCO)Cc2cccs2)CCC1=O (configuration not stated)	-2%	60%[activator]	-10%	-6%	2%	23%	-3%	13%	-2%
c1ccc(CSCc2nc3ccccc3[nH]2)cc1	-1%	12%	-1%	-1%	-10%[59 µM]	6%	-23%	0%	-2%
CCc1c(C#N)c(SCCC(=O)Nc2cccc(OC)c2)nc2c1C(=O)CC(C)(C)C2	u	7%	7%	-3%	32%[12.7 µM]	-8%	u	1%	-4%
COc1ccc(-c2oc3ccccc3c(=O)c2O)cc1OC	160%[activator]	x	x	-11%[60.1 µM]	x	11%	x	x	-11%
COc1ccc(-c2sc3ccccc3c2-c2ccc(O)cc2)cc1	x	-11%	x	-21%	x	19%	-14%	x	x
COC(=O)Cn1c(C2CC(=O)N(c3c(C)cccc3C)C2)nc2ccccc21 (configuration not stated)	5%	22%	-3%	9%	14µM*	x	-19%	13%	3%
O=C(NCC(=O)N1CCN(c2ccccc2O)CC1)C1CCCCC1	x	18%	-11%	-7%	-48%	30%	-8%	x	x

Compound profiles, from the list above. Screens in order: Anesthetic bind	Pol iota inh	BAZ2B block	Pol kappa inh	G9a block	APEX1 inh	POLH inh	Pol beta inh	BLM helicase inh
`COc1cccc(-n2nnnc2SCC(=O)NCCc2ccccc2)c1` in the list: -22%	10%	5%	-4%	-33%	0%	-4%	2%	-3%
`COc1ccc(-c2sc3ccccc3c2-c2ccc(O)cc2)cc1` in the list: x	-11%	x	-21%	x	19%	-14%	x	x

An excerpt; the hit share may differ from the screen's.
